INS-1E rescue: preserves ATP levels in cytokine-treated INS-1E cells | protection from cytokine-induced ATP loss, % at 10 µM | 20,000 compounds, 0.1% hits | INS-1E cytokine-induced death, ATP luminescence, 48 h; normalised: neutral wells 0, positive control 100;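 active = mean replicate protection from cytokine-induced ATP loss at least 50% and at least 75% of replicates each reaching 50%; inconclusive = meets only one of the two criteria, mean or replicate share; inactive = fails both the mean and replicate share criteria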
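assay system = INS-1E rat insulinoma cells | amount = 8000 cells per well | medium = phenol-red-free RPMI with 5% fetal bovine serum | doses = one compound concentration, pin transfer | timing = 48 h cytokine plus compound treatment, 10 min reagent incubation | also added = IL-1β, TNF-α and IFN-γ cytokine mix | signal = CellTiter-Glo luminescence measuring cellular ATP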
T cruzi HTS: blocks T. cruzi growth inside host cells. activity score (inhibition), % at 5.01 µM. 22,000 compounds, 4.9% hits. intracellular Trypanosoma cruzi in host cells, plate reader; in the data active = activity score above about 55%; inconclusive = no clear call, values can overlap the other calls;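 note: parasites and compound incubated about four days before reading; 0% = median of neutral control wells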
The depositor's hits bear a star; ? = inconclusive; · = not tested or not shown. These rows are one share of the data. The share of hits here may be higher or lower than overall.

SMILES	INS-1E rescue	T cruzi HTS
O=C(NO)c1ccc(C(=O)N/N=C/c2ccc(O)c(O)c2)cc1	1	-6
CC(C)NC(=O)N(C)C[C@@H]1OCCCC[C@@H](C)Oc2ccc(NS(=O)(=O)c3ccc(Cl)cc3)cc2C(=O)N([C@H](C)CO)C[C@@H]1C	4	-15
C[C@H]1CN([C@@H](C)CO)C(=O)c2cccc(NC(=O)C3CCCCC3)c2O[C@H]1CN(C)S(=O)(=O)c1ccc(F)cc1	0	-18
COc1ccc(CN(C)C[C@@H]2Oc3ccc(NC(=O)NC4CCCCC4)cc3C(=O)N([C@@H](C)CO)C[C@@H]2C)cc1	-6	1
Cc1noc(C)c1NC(=O)N(C)C[C@H]1Oc2ccc(NC(=O)Nc3ccc(C(F)(F)F)cc3)cc2C(=O)N([C@@H](C)CO)C[C@H]1C	-1	13
COc1ccc(CN(C)C[C@@H]2OCCCC[C@@H](C)Oc3ccc(NC(=O)Nc4cccc5ccccc45)cc3C(=O)N([C@H](C)CO)C[C@@H]2C)cc1	0	34
C[C@@H]1CCCCO[C@@H](CN(C)Cc2ccccc2)[C@@H](C)CN([C@H](C)CO)C(=O)c2cc(NC(=O)Nc3ccccc3)ccc2O1	-13	48
C[C@@H]1CN([C@@H](C)CO)C(=O)c2cccc(NC(=O)C3CC3)c2O[C@H]1CN(C)Cc1ccncc1	4	8
C[C@@H]1CN([C@H](C)CO)C(=O)c2cccc(NC(=O)Nc3cccc4ccccc34)c2O[C@@H]1CN(C)Cc1ccc(C(=O)O)cc1	8	2
Cc1noc(C)c1S(=O)(=O)Nc1ccc2c(c1)CC(=O)N([C@@H](C)CO)C[C@H](C)[C@H](CN(C)Cc1ccc(C(=O)O)cc1)O2	15	-9
CC(C)NC(=O)Nc1cccc2c1O[C@@H](CN(C)S(=O)(=O)c1cn(C)cn1)[C@@H](C)CN([C@@H](C)CO)C2=O	3	-17
C[C@H](CO)N1C[C@H](C)[C@@H](CN(C)CC2CCCCC2)Oc2c(NC(=O)Nc3ccc(F)cc3)cccc2C1=O	-32	6
C[C@@H]1CN([C@@H](C)CO)C(=O)CCCn2cc(nn2)CO[C@H]1CN(C)S(=O)(=O)c1cccc(C#N)c1	·	-17
C[C@H]1CN([C@@H](C)CO)C(=O)c2cccc(NC(=O)Nc3cccc4ccccc34)c2O[C@H]1CN(C)C(=O)Nc1ccc2c(c1)OCO2	3	41
C[C@H](CO)N1C[C@H](C)[C@H](CN(C)S(=O)(=O)c2cn(C)cn2)Oc2ncc(-c3cc4ccccc4o3)cc2C1=O	·	13
C[C@@H]1CCCCO[C@H](CN(C)CC2CC2)[C@@H](C)CN([C@H](C)CO)C(=O)c2cc(NC(=O)Cc3ccccc3)ccc2O1	0	18
Cc1ccc(S(=O)(=O)Nc2cccc3c2O[C@@H](CN(C)S(=O)(=O)c2cn(C)cn2)[C@@H](C)CN([C@@H](C)CO)C3=O)cc1	5	-10
Cc1noc(C)c1S(=O)(=O)Nc1ccc2c(c1)CC(=O)N([C@H](C)CO)C[C@@H](C)[C@H](CN(C)S(=O)(=O)c1cn(C)cn1)O2	5	-23
C[C@@H]1CN([C@@H](C)CO)C(=O)c2cc(NC(=O)Nc3ccc(F)cc3)ccc2O[C@@H]1CN(C)C	·	-23
O=C(NO)c1cccc(C(=O)N/N=C/c2c(F)c(F)c(F)c(F)c2F)c1	-3	0
C[C@H]1CN([C@@H](C)CO)C(=O)c2cccc(NC(=O)c3ccc(-c4nccs4)cc3)c2O[C@@H]1CN(C)CC1CCCCC1	-36	34
C[C@@H]1CN([C@H](C)CO)C(=O)c2cc(NC(=O)c3ccncc3)ccc2O[C@H]1CN(C)Cc1ccc(C(=O)O)cc1	2	-10
C[C@@H]1CN([C@H](C)CO)C(=O)Cc2cc(NC(=O)Cc3cn(C)c4ccccc34)ccc2O[C@@H]1CN(C)Cc1ccc(Cl)c(Cl)c1	-40	69*
C[C@@H]1CN([C@@H](C)CO)C(=O)Cc2cc(NS(C)(=O)=O)ccc2O[C@@H]1CN(C)CC1CCCCC1	-1	-14
COc1ccc(NC(=O)N(C)C[C@H]2Oc3ccc(NC(=O)Cc4ccccc4)cc3C(=O)N([C@H](C)CO)C[C@H]2C)cc1	0	-2
Continued.
SMILES	INS-1E rescue	T cruzi HTS
C[C@H]1CN([C@@H](C)CO)C(=O)Cc2cc(NC(=O)CCN3CCOCC3)ccc2O[C@H]1CN(C)S(=O)(=O)c1ccccc1	-2	-5
C[C@@H]1CN([C@H](C)CO)C(=O)c2cccc(NS(=O)(=O)c3ccccc3)c2O[C@H]1CN(C)S(=O)(=O)c1ccc(Cl)cc1	3	3
COc1ccc(CN(C)C[C@H]2Oc3ccc(NC(=O)Nc4ccccc4)cc3C(=O)N([C@H](C)CO)C[C@H]2C)cc1	-6	-9
COc1ccc(S(=O)(=O)Nc2ccc3c(c2)C(=O)N([C@H](C)CO)C[C@H](C)[C@H](CN(C)C(=O)NC2CCCCC2)O3)cc1	·	2
CC(C)NC(=O)Nc1ccc2c(c1)CC(=O)N([C@H](C)CO)C[C@@H](C)[C@H](CN(C)Cc1ccc(C(=O)O)cc1)O2	2	-30
C[C@@H]1CN([C@@H](C)CO)C(=O)c2cc(NC(=O)Cn3cnnn3)ccc2O[C@@H]1CN(C)C(=O)Nc1cccc2ccccc12	·	5
C[C@@H]1CN([C@@H](C)CO)C(=O)c2cc(NC(=O)Nc3ccccc3)ccc2O[C@@H]1CN(C)C(=O)Nc1cccc2ccccc12	-5	12
C[C@@H]1CN([C@@H](C)CO)C(=O)Cc2cc(NC(=O)Nc3ccc(C(F)(F)F)cc3)ccc2O[C@@H]1CN(C)S(=O)(=O)c1cn(C)cn1	5	8
C=CCOc1ccccc1/C=N/NC(=O)CCCCCCC(=O)Nc1ccccc1O	8	3
C[C@H]1CN([C@@H](C)CO)C(=O)c2cccc(NS(=O)(=O)c3cn(C)cn3)c2O[C@H]1CN(C)S(=O)(=O)c1ccc(Cl)cc1	8	-16
COc1ccc(S(=O)(=O)N(C)C[C@@H]2Oc3ncc(C#Cc4cccc(F)c4)cc3C(=O)N([C@H](C)CO)C[C@@H]2C)cc1	·	52
C[C@@H]1CN([C@@H](C)CO)C(=O)c2cccc(NS(C)(=O)=O)c2O[C@H]1CN(C)Cc1ccc(Cl)c(Cl)c1	5	-40
C[C@@H]1CN([C@H](C)CO)C(=O)Cc2cc(NC(=O)Nc3cccc4ccccc34)ccc2O[C@H]1CN(C)C	-4	-7
C[C@H]1CN([C@@H](C)CO)C(=O)c2cccc(NS(=O)(=O)c3ccccc3)c2O[C@@H]1CN(C)Cc1ccc(C(=O)O)cc1	19	-12
C[C@@H]1CN([C@H](C)CO)C(=O)c2cccc(NC(=O)Nc3ccc(C(F)(F)F)cc3)c2O[C@H]1CN(C)Cc1ccncc1	0	45
C[C@H]1CN([C@@H](C)CO)C(=O)c2cccc(NS(=O)(=O)c3cccs3)c2O[C@H]1CN(C)Cc1ccc2c(c1)OCO2	-3	-14
Cc1ccc(S(=O)(=O)N(C)C[C@H]2Oc3ccc(NS(=O)(=O)c4cn(C)cn4)cc3C(=O)N([C@@H](C)CO)C[C@H]2C)cc1	2	0
CNC[C@@H]1Oc2c(NS(=O)(=O)c3ccc(F)cc3)cccc2C(=O)N([C@@H](C)CO)C[C@@H]1C	12	-22
COc1ccc(NC(=O)Nc2ccc3c(c2)C(=O)N([C@H](C)CO)C[C@@H](C)[C@H](CN(C)C(=O)Nc2ccccc2)O3)cc1	5	-10
C[C@H](CO)N1C[C@H](C)[C@@H](CN(C)S(=O)(=O)c2ccc(F)cc2)Oc2c(NS(=O)(=O)c3cccs3)cccc2C1=O	12	-12
C[C@H](CO)N1C[C@H](C)[C@@H](CN(C)Cc2ccc(C(=O)Nc3ccccc3N)cc2)Oc2ccc(NC(=O)C3CC3)cc2C1=O	-11	40
C[C@@H]1CN([C@@H](C)CO)C(=O)c2cc(NC(=O)CCN3CCOCC3)ccc2O[C@@H]1CN(C)C(=O)Nc1ccccc1	1	-13
C[C@@H]1CN([C@H](C)CO)C(=O)c2cc(NC(=O)Nc3ccc(F)cc3)ccc2O[C@H]1CN(C)C(=O)Nc1cccc2ccccc12	2	-11
Cc1ccc(S(=O)(=O)N(C)C[C@@H]2Oc3c(NC(=O)C4CCOCC4)cccc3C(=O)N([C@@H](C)CO)C[C@H]2C)cc1	9	-12
Cc1ccc(S(=O)(=O)N(C)C[C@@H]2Oc3ccc(NC(=O)Nc4ccc5c(c4)OCO5)cc3CC(=O)N([C@H](C)CO)C[C@@H]2C)cc1	-3	10

Single values from the list:
`C[C@H]1CN([C@@H](C)CO)C(=O)c2cccc(NS(=O)(=O)c3ccccc3)c2O[C@@H]1CN(C)Cc1ccc(C(=O)O)cc1` in T cruzi HTS has -12
`C[C@H]1CN([C@@H](C)CO)C(=O)Cc2cc(NC(=O)CCN3CCOCC3)ccc2O[C@H]1CN(C)S(=O)(=O)c1ccccc1` in T cruzi HTS has -5

Next section
SMILES	INS-1E rescue	T cruzi HTS
Cc1noc(C)c1NC(=O)N(C)C[C@@H]1Oc2ccc(NC(=O)Nc3ccccc3)cc2C(=O)N([C@@H](C)CO)C[C@H]1C	3	-3
Cc1noc(C)c1S(=O)(=O)Nc1ccc2c(c1)C(=O)N([C@@H](C)CO)C[C@H](C)[C@@H](CN(C)Cc1ccc(Oc3ccccc3)cc1)O2	-12	19
C[C@H](CO)N1C[C@H](C)[C@H](CN(C)C(=O)Nc2ccc(F)cc2)Oc2ncc(C#Cc3ccccc3)cc2C1=O	·	32
C[C@H](CO)N1C[C@H](C)[C@H](CN(C)S(=O)(=O)c2ccc(Cl)cc2)Oc2c(NC(=O)Nc3ccc(C(F)(F)F)cc3)cccc2C1=O	-64	40
C[C@@H]1CN([C@H](C)CO)C(=O)c2cccc(NC(=O)c3ccncc3)c2O[C@H]1CN(C)CC1CC1	5	56*
COc1ccc(NC(=O)Nc2ccc3c(c2)C(=O)N([C@H](C)CO)C[C@H](C)[C@H](CN(C)CC2CCCCC2)OCCCC[C@@H](C)O3)cc1	-5	?
COc1cc(/C=N/NC(=O)c2cccc(C(=O)NO)c2)c(Br)cc1O	2	-12
CCCC(O)C#Cc1cnc2c(c1)C(=O)N([C@H](C)CO)C[C@H](C)[C@H](CN(C)C(=O)NC(C)C)O2 (stereo partly drawn)	·	7
CNC[C@@H]1Oc2ccc(NC(=O)Cn3cnnn3)cc2C(=O)N([C@H](C)CO)C[C@H]1C	1	-9
Cc1noc(C)c1NC(=O)Nc1ccc2c(c1)C(=O)N([C@@H](C)CO)C[C@H](C)[C@H](CN(C)C(=O)Nc1ccc(F)cc1)O2	5	7
C[C@H]1CN([C@@H](C)CO)C(=O)Cc2cc(NC(=O)CCN3CCOCC3)ccc2O[C@H]1CN(C)C(=O)Nc1ccc2c(c1)OCO2	-2	-35
COc1cccc(-c2cnc3c(c2)C(=O)N([C@H](C)CO)C[C@H](C)[C@H](CN(C)S(C)(=O)=O)O3)c1	·	4
C[C@@H]1CCCCO[C@H](CN(C)Cc2ccc3c(c2)OCO3)[C@@H](C)CN([C@H](C)CO)C(=O)c2cc(NC(=O)C3CCCCC3)ccc2O1	3	-17
C[C@@H]1CN([C@@H](C)CO)C(=O)c2cccc(NC(=O)C3CCCCC3)c2O[C@@H]1CN(C)C(=O)NC1CCCCC1	13	-20
CNC[C@@H]1Oc2ccc(NC(=O)Nc3c(C)noc3C)cc2CC(=O)N([C@H](C)CO)C[C@@H]1C	3	-24
C[C@H]1CN([C@@H](C)CO)C(=O)CCCn2cc(nn2)CO[C@@H]1CN(C)Cc1cccc(C(=O)O)c1	·	-8
C[C@@H]1CN([C@@H](C)CO)C(=O)c2cc(NS(=O)(=O)c3cn(C)cn3)ccc2O[C@H]1CN(C)Cc1ccc(C(F)(F)F)cc1	·	0
C[C@H](CO)N1C[C@H](C)[C@H](CN(C)S(=O)(=O)c2cn(C)cn2)Oc2ncc(C#Cc3ccccc3)cc2C1=O	·	-10
C[C@H](CO)N1C[C@H](C)[C@H](CN(C)Cc2ccc3c(c2)OCO3)Oc2c(NS(C)(=O)=O)cccc2C1=O	2	-5

Compound profiles (already shown). Values in the order: INS-1E rescue | T cruzi HTS
Listed for Cc1noc(C)c1S(=O)(=O)Nc1ccc2c(c1)C(=O)N([C@@H](C)CO)C[C@H](C)[C@@H](CN(C)Cc1ccc(Oc3ccccc3)cc1)O2 : -12 | 19
Listed for C[C@@H]1CCCCO[C@H](CN(C)Cc2ccc3c(c2)OCO3)[C@@H](C)CN([C@H](C)CO)C(=O)c2cc(NC(=O)C3CCCCC3)ccc2O1 : 3 | -17
Listed for C[C@@H]1CN([C@@H](C)CO)C(=O)c2cc(NS(=O)(=O)c3cn(C)cn3)ccc2O[C@H]1CN(C)Cc1ccc(C(F)(F)F)cc1 : · | 0
Listed for CCCC(O)C#Cc1cnc2c(c1)C(=O)N([C@H](C)CO)C[C@H](C)[C@H](CN(C)C(=O)NC(C)C)O2 (stereo partly drawn) : · | 7
Listed for COc1cc(/C=N/NC(=O)c2cccc(C(=O)NO)c2)c(Br)cc1O : 2 | -12

Screening data: PubChem, Broad Institute
